Compound activity: PubChem BioAssay, The Scripps Research Institute Molecular Screening Center
MITF primary: blocks human microphthalmia-associated transcription factor; AlphaScreen MITF homodimerization, bead proximity signal; AID 1259374; inhibition, % at 2.6 µM; hit rate 0.91% among 650,000; in the data active means inhibition above about 50%;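 further: 0% = vehicle wells with protein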
TEAD-YAP block: TEAD-YAP interaction inhibition. HEK-TIYL cells, TEAD-Gal4/YAP UAS-luciferase luminescence. inhibition, % at 9.12 µM. hit rate 1.4% among 640,000; in the data active means inhibition above about 32%;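 further: 0% = median of test compound wells and 100% = reference inhibitor wells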
FBW7 act: human FBW7 E3 ligase activation, primary screen; Q969H0; AlphaScreen FBW7–phospho-cyclin E peptide binding, activator screen; normalized activity (activation), % at 26.1 µM; hit rate 0.13% among 650,000; in the data active means normalized activity above about 1.9%;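 further: purified mutant Fbw7 with reduced substrate affinity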
Target sequence (Q969H0 whole entry, looked up): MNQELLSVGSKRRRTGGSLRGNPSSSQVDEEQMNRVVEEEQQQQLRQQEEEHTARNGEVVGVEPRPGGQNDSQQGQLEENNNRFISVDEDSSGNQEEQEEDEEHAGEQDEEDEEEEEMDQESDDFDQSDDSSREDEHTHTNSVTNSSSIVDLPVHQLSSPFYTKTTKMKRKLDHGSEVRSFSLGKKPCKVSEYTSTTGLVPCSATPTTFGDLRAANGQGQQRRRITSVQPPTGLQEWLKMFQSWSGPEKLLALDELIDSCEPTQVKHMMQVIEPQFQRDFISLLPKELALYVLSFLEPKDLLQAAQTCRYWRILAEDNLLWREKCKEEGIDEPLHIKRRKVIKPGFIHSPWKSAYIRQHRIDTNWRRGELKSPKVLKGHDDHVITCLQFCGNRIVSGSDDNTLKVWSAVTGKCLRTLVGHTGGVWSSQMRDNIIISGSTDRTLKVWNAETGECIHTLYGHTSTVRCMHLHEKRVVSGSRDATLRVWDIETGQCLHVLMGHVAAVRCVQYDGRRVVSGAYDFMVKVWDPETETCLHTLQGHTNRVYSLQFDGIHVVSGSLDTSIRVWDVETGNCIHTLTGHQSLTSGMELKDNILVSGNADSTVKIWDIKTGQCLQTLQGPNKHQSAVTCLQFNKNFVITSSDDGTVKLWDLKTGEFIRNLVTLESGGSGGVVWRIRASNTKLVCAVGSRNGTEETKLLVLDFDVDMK
GPR151 activ: activates the human receptor GPR151; AID 1508602; PathHunter beta-arrestin GPR151 cells, luminescence; activation, % at 11.2 µM; hit rate 1% among 650,000; Q8TDV0; in the data active means activation above about 4.9%;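 further: 0% = median of compound wells and 100% = cells with positive control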
Target sequence (Q8TDV0 whole entry, looked up): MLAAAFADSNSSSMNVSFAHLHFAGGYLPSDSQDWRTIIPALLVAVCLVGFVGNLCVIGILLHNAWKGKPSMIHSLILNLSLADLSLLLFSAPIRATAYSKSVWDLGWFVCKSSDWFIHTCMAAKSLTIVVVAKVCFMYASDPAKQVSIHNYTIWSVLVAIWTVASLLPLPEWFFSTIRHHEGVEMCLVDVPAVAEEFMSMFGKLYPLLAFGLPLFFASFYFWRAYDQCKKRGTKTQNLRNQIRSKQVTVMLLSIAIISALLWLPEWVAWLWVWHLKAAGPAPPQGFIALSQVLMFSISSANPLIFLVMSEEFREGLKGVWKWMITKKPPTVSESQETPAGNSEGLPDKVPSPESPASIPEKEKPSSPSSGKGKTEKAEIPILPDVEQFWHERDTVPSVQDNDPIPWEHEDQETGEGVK
Numbers without * were called inactive.

The line under a structure holds: MITF primary | TEAD-YAP block | FBW7 act | GPR151 activ
CCCCC1CCC(C(=O)c2ccc(-c3ccc(Br)cc3)cc2)CC1 (stereo not given)
→ 5 | 5 | -0.1 | 0.1
Cc1ccc2nc(CN3C(=O)c4ccccc4C3=O)cn2c1
→ 9 | -8 | 0.0 | 1.6
O=S(=O)(CCc1ccccc1)N1CCOCC1
→ 14 | 7 | 0.1 | 0.5
O=C1/C(=C/c2coc3ccccc3c2=O)NC(=S)N1CN1CCSCC1
→ 2 | 10 | -0.2 | -2.0
CC(=O)NC(NC(=S)Nc1ccc(S(N)(=O)=O)cc1)C(Cl)(Cl)Cl (stereo not given)
→ -10 | 4 | -0.1 | 2.3
CC(C)C(=O)Nc1ccc(S(=O)(=O)NCCN2CCOC(c3ccccc3)C2)cc1 (stereo not given)
→ 6 | 7 | 0.0 | -0.3
NC(=O)c1ccc(-c2csc3ccccc23)s1
→ 11 | -5 | 0.1 | 1.5
CC(C)C(NS(=O)(=O)c1ccccc1F)C(=O)N1CCc2ccccc2C1 (stereo not given)
→ 14 | 3 | 0.0 | 0.1
Cc1ccc(S(=O)(=O)Nc2ccccc2C(=O)Nc2nc(-c3ccc(C)c(C)c3)cs2)cc1
→ 10 | 26 | 0.0 | 0.7
CCN1CCN(c2cc(C)c3cc(NC(=O)c4ccccc4Cl)ccc3n2)CC1
→ 16 | -22 | 1.1 | -0.2
CSCC[C@@H](C(=O)Nc1ccc(C)cc1)N1Cc2ccccc2C1=O
→ 13 | 9 | 0.6 | -0.2
O=C(Oc1cccc2cccnc12)c1cc(I)ccc1Cl
→ 18 | -2 | -0.3 | -1.4
C=CCNC(=S)Nc1cc(C)ccn1
→ 5 | -2 | -0.1 | -0.5
CCC(=O)N1CCN(c2ccc(NC(=O)CC(C)C)cc2)CC1
→ 14 | 3 | 0.0 | -1.4
COc1cccc(NC(=O)c2ccccc2S(C)(=O)=O)c1
→ 8 | 9 | 0.0 | 0.4
Nc1ccc(-c2nc3ccc(-c4nc5ccc(N)cc5[nH]4)cc3[nH]2)cc1
→ 9 | 9 | 0.0 | -2.4
COCc1nnc(NC(=O)c2cc(Cl)ccc2Cl)s1
→ 0 | -8 | 0.0 | -0.6
O=c1c2sc(=S)n(CCc3ccccc3)c2nc(SCc2ccc(Cl)cc2)n1Cc1ccco1
→ 1 | 0 | 1.1 | 0.3
O=S(=O)(c1ccc2[nH]c3nc(SCc4ccccc4Cl)nnc3c2c1)N1CCCCC1
→ 18 | 0 | 0.2 | 0.2
Cc1[nH]c2ccccc2c1C(=O)CSC(=S)N(C)C
→ -2 | -37 | -0.1 | -1.5
S=C(NCc1ccccn1)Nc1ccc2c(c1)OCO2
→ 0 | -2 | -0.4 | 2.3
Cc1cc(N2CCN(C(=O)c3cc(F)c(F)cc3Cl)CC2)c(F)cc1[N+](=O)[O-]
→ 10 | 0 | 1.0 | -0.5
COc1ccnc(N2CCC(Oc3ccc(-c4ccc(C#N)cc4)cc3)CC2)n1
→ 3 | -2 | -0.3 | 1.2
O=C1CSC(=Nc2ccc(O)cc2)N1c1ccc(O)cc1
→ -10 | -2 | -0.2 | 1.8
O=C(CCc1nnc(-c2ccsc2)o1)NCCCn1ncc2ccccc21
→ -2 | -10 | 0.0 | 1.5
Cc1ccc(N2NC(=O)/C(=C/c3cc(Cl)cc([N+](=O)[O-])c3O)C2=O)cc1C
→ 0 | 3 | -0.2 | -0.3
CC1(C)OC(=O)N(c2ccccn2)C1(C)O (stereo not given)
→ 13 | -3 | 0.0 | 1.4
Cc1ccc(OCCCn2ccnc2)c([N+](=O)[O-])c1
→ 0 | -10 | 0.1 | 0.5
Cc1cc(C(F)(F)F)nc(N2CCc3ccccc3C2)n1
→ -20 | 0 | 0.5 | -0.4
COC(=O)c1cc(-c2cccnc2)n[nH]1
→ -11 | 4 | -0.1 | 2.2

An excerpt from above, limited to MITF primary, GPR151 activ and FBW7 act:
Compound,MITF primary,GPR151 activ,FBW7 act
Nc1ccc(-c2nc3ccc(-c4nc5ccc(N)cc5[nH]4)cc3[nH]2)cc1,9,-2.4,0.0
COCc1nnc(NC(=O)c2cc(Cl)ccc2Cl)s1,0,-0.6,0.0
O=c1c2sc(=S)n(CCc3ccccc3)c2nc(SCc2ccc(Cl)cc2)n1Cc1ccco1,1,0.3,1.1

Later entries.
The line under a structure holds: MITF primary | TEAD-YAP block | FBW7 act | GPR151 activ
Cc1c(C(c2cccc(I)c2)c2c(C)n(C)n(-c3ccccc3)c2=O)c(=O)n(-c2ccccc2)n1C
→ -1 | -3 | -0.1 | -0.1
CN1C(=O)C(C)(C)COc2ccc(NS(=O)(=O)CCc3ccccc3)cc21
→ -14 | 5 | -0.1 | 0.7
COc1ccc(/C=N/NC(=O)c2cc(C)[nH]n2)cc1OC
→ -4 | -21 | -0.1 | 0.1
COc1cc(/C=C2\C(=O)N(c3ccccc3)N=C2C)cc([N+](=O)[O-])c1O
→ 16 | 7 | -0.1 | -1.2
COc1ccc(CNS(=O)(=O)c2ccc(F)c(C(=O)Nc3ccc(Cl)c(Cl)c3)c2)cc1
→ 2 | 10 | 0.1 | 0.0
C/C(CC(=O)Nc1cccc(Cl)c1Cl)=N\NC(=O)C(=O)NC1CCCCC1
→ -3 | 5 | -0.1 | 0.0
Cc1cc(NC(=O)Cn2nc([N+](=O)[O-])cc2C)ccc1Br
→ -10 | 0 | -0.1 | 0.3
O=c1c2ccccc2nc2c3ccccc3c(NCCc3ccccc3)nn12
→ -1 | 3 | 0.2 | -0.2
CC(C)C(C(=O)Nc1ccc(F)c(Cl)c1)N1C(=O)c2ccccc2C1=O (stereo not given)
→ 6 | -2 | 0.1 | -0.4
c1cc(Nc2nc(Nc3ccc(N4CCOCC4)cc3)c3ncn(C4CCCCC4)c3n2)ccn1
→ -3 | 9 | -0.2 | 4.0
Cc1ccccc1CNCc1ccc(C(=O)O)s1
→ 6 | -12 | 0.0 | 1.3
CC(C)N(CCNc1nc(NCCN2CCOCC2)nc2c1ncn2C(C)C)C(C)C
→ -4 | 9 | 0.3 | -1.0
CCOC(=O)c1ccc(N2C(=N)S/C(=C\c3cn[nH]c3-c3ccc(F)cc3)C2=O)cc1
→ 14 | -8 | 0.3 | -0.4
CC1CCc2cc(F)ccc2N1C(=O)C1c2ccccc2Oc2ccccc21 (stereo not given)
→ 12 | 14 | 0.1 | -0.3
COc1cc(CN2CCCCCC2)cc([N+](=O)[O-])c1O
→ 40 | -2 | 0.0 | -0.1
O=C(CCSCc1ccccc1F)N1CCN(c2cccc(Cl)c2)CC1
→ -7 | -5 | -0.1 | 0.9
CCOC(=O)c1cnc2c(C)c(Cl)ccc2c1Nc1ccc(OC)cc1OC
→ 0 | -10 | 0.1 | -0.9
O=C(NCc1ccco1)c1cc2cc3ccc(Cl)cc3nc2o1
→ -4 | -7 | -0.1 | -1.1
Cc1ccc2c(c1)N(CC(=O)N1CCOCC1)C(=O)c1cccnc1O2
→ -6 | 1 | 0.0 | -2.6
O=C(CSc1nc2ccc(Br)cc2c2nc3ccccc3n12)N1CCN(c2ccccc2)CC1
→ -8 | 11 | -0.2 | -0.7
COc1ccc(S(=O)(=O)Cc2ccc(C(=O)NCCCc3ccccc3)o2)cc1
→ 15 | -6 | 0.2 | -0.4
CCN(CC)c1ccc2cc(-c3nnc(-c4ccccc4)o3)c(=O)oc2c1
→ -5 | -11 | 0.7 | -0.9
O=C(NCCc1ccccn1)C1CC12CCN(C(=O)c1scc3c1CCCC3)CC2 (stereo not given)
→ 9 | -1 | -0.1 | 0.1
O=C1N(c2ccc3c(c2)OCCO3)C(c2ccc3c(c2)OCO3)C1(F)F (stereo not given)
→ 7 | -2 | 0.1 | 4.6
O=[N+]([O-])c1cccc(S(=O)(=O)NNc2ccccc2)c1
→ 5 | 3 | -0.1 | -0.7
CCCCNC(=O)NC(=O)N(C)S(=O)(=O)c1ccc(C)cc1
→ -7 | -3 | 0.0 | 0.9
CCCCN(CC)CCCNC(=O)c1ccc(CNS(=O)(=O)c2ccc(F)cc2)cc1
→ -6 | -4 | -0.1 | 0.8
CCCCNCCOCCOc1cccc(Cl)c1
→ 80* | 6 | 0.2 | 0.5
Cc1ccc(S(=O)(=O)N2CCN(C(=O)CSc3nnc4sc5ccccc5n34)CC2)cc1
→ -7 | 10 | -0.1 | 2.1
O=C(CN(c1ccc(Br)cc1)S(=O)(=O)c1ccccc1)NCCSc1nc2ccccc2s1
→ 4 | 4 | 0.1 | 0.9

In the list so far, these contain a thiophene ring, fused or not.
The line under a structure holds: MITF primary | TEAD-YAP block | FBW7 act | GPR151 activ
NC(=O)c1ccc(-c2csc3ccccc23)s1
→ 11 | -5 | 0.1 | 1.5
O=C(CCc1nnc(-c2ccsc2)o1)NCCCn1ncc2ccccc21
→ -2 | -10 | 0.0 | 1.5
Cc1ccccc1CNCc1ccc(C(=O)O)s1
→ 6 | -12 | 0.0 | 1.3
O=C(NCCc1ccccn1)C1CC12CCN(C(=O)c1scc3c1CCCC3)CC2 (stereo not given)
→ 9 | -1 | -0.1 | 0.1

Next section
The line under a structure holds: MITF primary | TEAD-YAP block | FBW7 act | GPR151 activ
CCOC(=O)C(CC)Sc1ccc2nnc(-c3ccc(OC)cc3)n2n1 (stereo not given)
→ 6 | 7 | 0.0 | -0.1
CC1CN(C(=O)C(C)N(C)CC(=O)Nc2ccc(F)c(F)c2F)CC(C)O1 (stereo not given)
→ 0 | 2 | 0.0 | -1.4
CC(C)(C)c1ccc(C(=O)Nc2ccc(Cl)cn2)cc1
→ 12 | -76 | -0.1 | -1.6
O=C(Nc1ccc(-c2nc3ncccc3o2)cc1)c1ccc(Br)o1
→ -4 | -18 | -0.1 | 0.5
O=[N+]([O-])c1c(NCCO)cc(Nc2cccc(F)c2)c2nonc12
→ -6 | -10 | 0.0 | -0.3
Brc1ccc2[nH]c3c(c2c1)CCCC3
→ -2 | 23 | -0.2 | 1.2
COc1ccc(Nc2cc(Cl)ncn2)cn1
→ 20 | 0 | 1.3 | 0.4
COc1cc(CNC(=O)CC2C(=O)NCCN2Cc2cccc(F)c2F)cc(OC)c1 (stereo not given)
→ 7 | 3 | 0.2 | -0.9
CC(=O)C1=C(O)C(=O)N(C2CCCCC2)C1c1ccc(Cl)cc1 (stereo not given)
→ 6 | 6 | -0.1 | 0.0
Cc1cccc(C(C)C)c1NC(=O)CSc1cccc[n+]1[O-]
→ 2 | 8 | 0.2 | 2.2
O=C(NN1C(=O)CSC1=S)c1ccccc1
→ -8 | 1 | 0.0 | 0.5
O=C(O)c1ccc2c(c1)C(=O)N(c1nc3ccccc3s1)C2=O
→ 13 | -5 | 0.2 | -0.6
CC(=O)c1ccc(NS(=O)(=O)c2cccc3nsnc23)cc1
→ -10 | -12 | 0.2 | -0.2
CC(C)n1c(-c2ccc(N3CCOCC3)nc2)nc2c(NCCOc3ccccc3)ncnc21
→ 14 | 2 | 0.3 | 0.6
O=S(=O)(c1ccc(C2Nc3ccc(Cl)cc3C3C=CCC32)cc1)N1CCOCC1 (stereo not given)
→ -9 | 6 | 0.0 | -1.9
O=C(Nc1ccc2nc3n(c(=O)c2c1)CCCCC3)C(=O)NC1CCCCC1
→ -12 | 0 | -0.1 | -0.1
CCOC(=O)c1ccc(NC(=O)c2cc([N+](=O)[O-])ccc2NC(=O)CN2CCCC2)cc1
→ 3 | -9 | 0.2 | -0.3
COc1ccccc1C(=O)NC(=S)NNC(=O)CCC(=O)Nc1ccccc1Cl
→ 0 | -12 | -0.1 | -1.6
O=C(N/N=C/c1cc([N+](=O)[O-])ccc1O)c1cccc(NC(=O)c2ccccc2Cl)c1
→ -5 | -10 | -0.1 | -0.2
O=C(NCC1CCCO1)c1ccc(S(=O)(=O)NCc2ccncc2)cc1 (stereo not given)
→ 2 | 1 | 0.2 | -0.3
O=C(CNC(=O)c1ccccc1)NN1S(=O)(=O)c2ccccc2S1(=O)=O
→ -1 | -4 | 0.1 | 1.2
CC1CCCC(C)N1C(=O)CSc1nnc(-c2ccncc2)n1C (stereo not given)
→ -8 | 4 | -0.1 | 0.0
COc1ccc(-n2nc(C(=O)Nc3cccc(C)n3)c3ccccc3c2=O)c(OC)c1
→ -3 | -9 | -0.1 | 0.5
Cc1c(C2=N/C(=C/c3cccs3)C(=O)O2)cccc1[N+](=O)[O-]
→ 3 | -1 | -0.1 | -0.9
COc1ccc(C2C(C(=O)Nc3ccc(OC)c(Cl)c3)c3ccccc3C(=O)N2C)cc1 (stereo not given)
→ 14 | -16 | -0.1 | -1.1
CCCOc1ccc(C(=O)Nc2ccc(F)c([N+](=O)[O-])c2)cc1
→ -9 | -4 | 0.1 | -0.3
COCCN(Cc1cc2ccc(C)cc2n2nnnc12)C(=O)C(F)(F)F
→ -1 | 3 | 0.3 | -0.5
COC(=O)c1ccc(/C=N\NC(=O)c2ccco2)cc1
→ 5 | -20 | -0.1 | -6.2
CCOC(=O)c1ccc(NC(=O)CSc2nc3ccccc3c(=O)n2CCCC(=O)NCc2ccco2)cc1
→ 4 | 6 | 0.5 | 0.5
CCOP(=O)(OCC)C(Nc1ccccc1)c1cc(OC)ccc1OC (stereo not given)
→ -15 | 5 | -0.1 | 0.7
COCCNc1ccc2ncc(-c3cccc(OC)c3)n2n1
→ 5 | 31 | 0.0 | 1.0
Cc1c(Cl)cn2c(=O)cc(CN3CC(O)Cc4ccc5ccccc5c43)nc2c1Cl (stereo not given)
→ 2 | 2 | 0.0 | -1.7
COc1ccc(S(=O)(=O)Nc2ccc3c(c2)C(=O)Nc2ccc(C)cc2O3)cc1
→ 18 | -2 | 0.6 | 1.2
Cc1cc(=S)cc(C)n1CCCn1ccnc1
→ -5 | -2 | 0.5 | -0.1
